# V-ATPase pH: alters yeast V-ATPase proton transport; S. cerevisiae, pHLuorin cytosolic pH fluorescence; 350,000 compounds, 0.37% hits; response, % at 10 µM; in the data active = response mostly above about 7.3%, no sharp cut-off; inactive = mostly below about 5.4%; note: actives read high; inactives centre near 0; some compounds called inactive have numbers as strong as hits; reference of the scale not given here
# cardiac RTF act: increases calcium sensitivity of human cardiac regulated thin filaments; AID 493008; activation, % at 7.2 µM; 340,000 compounds, 0.24% hits; IANBD-labeled TnC RTF fluorescence at EC20 calcium; 0% EC20 calcium, 100% full calcium; P19429+P45379;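 active = activation above the mean over all tested compounds plus 3 SD, cut at about 30% in these data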;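 note: rise in fluorescence read as greater calcium sensitivity of cardiac thin filaments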
# Keap1 Nrf2 FP: inhibitors of human Keap1-Nrf2 protein-protein interaction. Q14145. Keap1 Kelch-Nrf2 peptide fluorescence polarization, 1536-well. inhibition, % at 9.4 µM. 340,000 compounds, 0.15% hits. AID 504523; in the data active = inhibition above about 12%;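 note: human Keap1 Kelch domain with fluorescein labeled Nrf2 9mer peptide probe; 0% = neutral control wells and 100% = peptide positive control; higher means more block of Keap1 binding to Nrf2 peptide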
# HTR5A ag: counter-screen for OPRM1-OPRD1 agonists: human HTR5A agonism. P47898. HTR5A agonist assay, luminescence, cell-based. activation, % at 9.3 µM. 340,000 compounds, 0.61% hits. AID 504692; in the data active = activation mostly above about 9.5%, no sharp cut-off; inactive = mostly below about 7.6%;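 note: 0% = cells with vehicle only and 100% = reference agonist; strong numbers were not always called active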
# Cardiac RTF inh: cardiac RTF calcium desensitization | P19429+P45379 | IANBD-labeled cardiac RTF, Ca2+ fluorescence | inhibition, % at 7.15 µM | 340,000 compounds, 0.12% hits;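 active = inhibition above the mean inhibition of all tested compounds plus 3 SD, cut at about 17% in these data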;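 note: assay run at fixed EC70 calcium of 1.6 mM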
# CAL PDZ FP: blocks peptide binding to the human CAL PDZ domain; inhibition, % at 24.9 µM; AID 602252; Q9HD26; 300,000 compounds, 0.92% hits; purified CAL PDZ, TMR-peptide fluorescence polarization, 1 h;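 active = mean inhibition of at least 30% with at least half of replicates also reaching 30%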;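 note: 0% = DMSO neutral control and 100% = excess unlabeled competitor peptide PRC23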
# HTR5A inv ctr: counter-screen for OPRM1-OPRD1 inverse agonists: human HTR5A inverse agonism; AID 504634; P47898; 340,000 compounds, 0.083% hits; inhibition, % at 9.3 µM; HTR5A cell line, luminescence; in the data active = inhibition mostly above about 23%, no sharp cut-off; inactive = mostly below about 18%;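 note: 0% = cells with DMSO and 100% = no-cell wells with DMSO; some compounds called inactive have numbers as strong as hits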
# OPRM1-OPRD1 ag: agonists of human mu-delta opioid receptor heterodimerization; P35372+P41143; cells, OPRM1-OPRD1 heterodimerization, luminescence; activation, % at 9.3 µM; 340,000 compounds, 0.3% hits; AID 504326; in the data active = activation above about 18%;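 note: 0% = vehicle-treated cells and 100% = reference agonist; values of inactives mirror those of a sister screen read the other way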
# Target sequence (P35372 whole entry, looked up): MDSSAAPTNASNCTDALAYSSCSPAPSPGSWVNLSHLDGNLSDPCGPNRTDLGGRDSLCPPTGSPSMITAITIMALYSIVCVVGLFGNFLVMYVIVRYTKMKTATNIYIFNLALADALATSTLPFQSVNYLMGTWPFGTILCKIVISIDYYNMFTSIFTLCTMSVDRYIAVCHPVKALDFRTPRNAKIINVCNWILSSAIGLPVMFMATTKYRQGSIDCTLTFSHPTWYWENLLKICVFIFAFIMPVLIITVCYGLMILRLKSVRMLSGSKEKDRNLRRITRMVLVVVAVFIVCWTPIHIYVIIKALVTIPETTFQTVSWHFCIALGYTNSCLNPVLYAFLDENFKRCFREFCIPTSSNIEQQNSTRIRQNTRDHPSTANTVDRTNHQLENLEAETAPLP
# Target sequence (P41143 whole entry, looked up): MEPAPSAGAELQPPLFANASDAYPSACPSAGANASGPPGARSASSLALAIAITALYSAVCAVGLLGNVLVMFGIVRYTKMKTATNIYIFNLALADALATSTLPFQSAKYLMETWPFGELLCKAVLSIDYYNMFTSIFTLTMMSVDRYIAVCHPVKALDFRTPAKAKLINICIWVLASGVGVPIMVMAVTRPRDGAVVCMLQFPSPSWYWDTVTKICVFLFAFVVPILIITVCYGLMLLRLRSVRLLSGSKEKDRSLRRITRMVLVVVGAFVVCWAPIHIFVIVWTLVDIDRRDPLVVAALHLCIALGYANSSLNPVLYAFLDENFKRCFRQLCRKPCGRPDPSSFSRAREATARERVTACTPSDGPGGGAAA
# LANA DNA inh: inhibitors of KSHV LANA C-terminal domain DNA binding; MBP-C-LANA/FAM-LBS DNA binding, fluorescence polarization; inhibition, % at 9 µM; 340,000 compounds, 0.078% hits;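 active = highest replicate inhibition at or above 60% at 9 µM, even if other replicates fall short; inactive = all replicates below 60% inhibition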;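 note: 0% = neutral control wells and 100% = 4 µM acridine orange control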
# OPRM1-OPRD1 inv: mu-delta opioid heterodimer inverse agonism; P35372+P41143; cell-based MOR-DOR heterodimer luminescence; inhibition, % at 9.3 µM; 340,000 compounds, 0.21% hits; AID 504357; in the data active = inhibition above about 22%, passing the limit was not always enough;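 note: 0% = cells with DMSO and 100% = wells without cells with DMSO; values of inactives mirror those of a sister screen read the other way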
# Starred values were filed as active, the others as inactive; x = not tested or not shown.
SMILES,V-ATPase pH,cardiac RTF act,Keap1 Nrf2 FP,HTR5A ag,Cardiac RTF inh,CAL PDZ FP,HTR5A inv ctr,OPRM1-OPRD1 ag,LANA DNA inh,OPRM1-OPRD1 inv
COc1cc(C(=O)Oc2cccc(C)c2)cc(OC)c1OC,-1,-4,1,1,-1,x,4,4.5,-1.0,-21
CC(=O)Nc1ccc2c(c1)c1ccccc1n2C(C)=O,2,-6,-7,-6,5,-7,17,-2.0,0.1,12
CSCCC(NC(=O)c1cccc(S(=O)(=O)N2CCOCC2)c1)c1nc2ccccc2[nH]1 (stereo unspecified),0,-2,1,3,-3,-21,16,-3.6,1.6,14
COc1ccc(NC(=O)CN(C)S(=O)(=O)c2ccccc2)cc1,1,-4,-5,0,0,0,-38,-2.9,-1.6,16
CC1CCCCN1C(=O)CSc1nnc(-c2ccccc2O)o1 (stereo unspecified),2,2,1,-5,0,x,14,-0.2,1.5,1
Cc1csc2ncc(C(=O)Nc3ccccc3F)c(=O)n12,0,2,-3,-2,-7,x,5,-2.5,-0.3,14
CC(Nc1ccc(Br)cn1)c1cc(Cl)ccc1O (stereo unspecified),4,-2,0,3,1,-5,-8,8.4,1.1,-35
O=C(c1ccco1)N1CCN(C(=O)c2cc(-c3ccccn3)nc3ccccc23)CC1,5,-1,-1,-3,-2,-2,-16,-2.5,0.7,15
COc1ccc(N(CC(=O)Nc2ccc(C)cn2)S(=O)(=O)c2c(C)nn(C)c2C)cc1,2,-1,1,-2,-3,-2,5,-1.1,0.0,6
Cn1c(=O)cc(OCCCC(=O)NCCN2CCN(c3ccccc3F)CC2)c2ccccc21,-1,7,2,-2,-3,-2,10,0.6,-0.5,-4
Cc1ccccc1S(=O)(=O)Cc1ccc(C(=O)N2CCN(C3CCCCC3)CC2)o1,-1,-4,-4,0,-3,x,-1,-2.2,0.1,11
CCc1ccc(OCC2c3cc(OC)c(OC)cc3CCN2C(=S)NC)cc1 (stereo unspecified),1,1,0,-3,3,-3,7,-0.7,0.0,3
CCOC(=O)c1c(Cc2ccccc2)c[nH]c1C,0,-3,-4,-2,-5,x,3,-3.2,-1.2,16
N#Cc1cccnc1Oc1ccccc1,-3,4,-3,3,-8,-1,3,-1.8,-1.4,9
CC(=O)Nc1ccc(S(=O)(=O)NC2CC(=O)N(c3ccc(C)c(C)c3)C2)cc1 (stereo unspecified),-1,1,-1,-4,-8,1,12,-0.6,-0.8,4
CC1CCN(C(c2ccc(N(C)C)cc2)c2nnnn2C(C)(C)C)CC1 (stereo unspecified),-1,-4,-5,1,-5,1,-3,1.3,0.6,-5
CC(C)=C(NC(=O)c1ccccc1)C(=O)NC(Cc1ccccc1)C(=O)O (stereo unspecified),0,-6,-6,-3,-10,-1,-5,-0.9,-0.2,5
Cc1ccc(Oc2ccc(OCC(=O)NC(C)C(=O)O)cc2)cc1 (stereo unspecified),-1,-1,5,0,-8,-2,1,-0.3,-1.0,2
Cc1ccc(/C=C2\SC(=S)N(CCC(=O)N3CCOCC3)C2=O)cc1,1,-2,5,-2,2,0,-12,-0.4,1.5,2
CCOC(=O)C1=C(N)n2c(s/c(=C\c3cccnc3)c2=O)=C(C#N)C1c1cccnc1 (stereo unspecified),-2,1,2,8,-9,5,-2,-3.1,-0.9,16
O=C(CSc1nnc(SCc2ccccc2Cl)s1)N/N=C/c1ccc(C(=O)O)cc1,1,-6,-2,-1,-8,-1,2,-0.6,-8.9,3
COC(=O)c1ccc(NC(=S)NCCc2ccccc2C)cc1,-3,-10,-4,-5,3,-4,-6,8.6,2.3,-44
COc1ccc(NS(=O)(=O)c2cccc3nsnc23)cc1Cl,6,-2,-3,-2,-4,-2,7,-2.4,0.1,12
CC(C)(NC(=O)N1CCOCC1)c1cccc(C(C)(C)NC(=O)N2CCOCC2)c1,-3,-6,-3,-1,3,-1,0,-1.6,-1.7,8

# Part of the list above, limited to cardiac RTF act, LANA DNA inh and CAL PDZ FP:
structure | cardiac RTF act | LANA DNA inh | CAL PDZ FP
O=C(c1ccco1)N1CCN(C(=O)c2cc(-c3ccccn3)nc3ccccc23)CC1 | -1 | 0.7 | -2
COc1ccc(N(CC(=O)Nc2ccc(C)cn2)S(=O)(=O)c2c(C)nn(C)c2C)cc1 | -1 | 0.0 | -2

# Other entries follow.
SMILES,V-ATPase pH,cardiac RTF act,Keap1 Nrf2 FP,HTR5A ag,Cardiac RTF inh,CAL PDZ FP,HTR5A inv ctr,OPRM1-OPRD1 ag,LANA DNA inh,OPRM1-OPRD1 inv
COc1ccc(-c2ccc(SCC(=O)N3CCCC3)nn2)cc1OC,-1,-3,0,11*,-4,-2,-20,0.1,-0.2,0
COc1ccc(C)cc1NC(=O)CC(O)(C(F)(F)F)C(F)(F)F,0,-2,-7,0,1,-1,1,-1.8,1.1,8
Cc1cccc(-c2oc3ccc(-c4ccc5c(c4)OCO5)cc3c2C#Cc2cncn2C)c1,4,8,-1,-4,-7,-2,-5,-2.4,3.1,13
COc1ccc(N2CCN(C(=O)c3ccc(OCC4CCCO4)cc3)CC2)cc1 (stereo unspecified),0,16,-2,-1,2,-4,-25,0.4,0.7,-2
c1cncc(Cc2cc3ccccc3[nH]2)c1,0,-8,1,1,-16,3,10,-2.7,2.0,14
Cc1ccc(OCCn2cccn2)c(C)c1,0,6,-7,-6,-1,-2,16,-1.2,-0.1,9
Nc1ccccc1-c1nc2ccccc2s1,-2,2,2,-1,6,-2,3,4.9,2.7,-26
O=[N+]([O-])c1cc(-n2cnnn2)ccc1N1CCC(Cc2ccccc2)CC1,0,1,-5,-1,1,-6,3,-1.0,-0.3,5
COc1cccc(CNC(=O)C(=O)NCCC2CCCCN2S(=O)(=O)c2ccccc2)c1 (stereo unspecified),-1,6,1,-4,-5,2,-23,-3.0,0.5,16
CCN(CC)CCCNc1ncnc2ccccc12,-2,2,4,1,3,3,-2,-0.9,1.7,4
CC(C)(C)NC(=O)CCc1ncc(C(F)(F)F)cc1Cl,1,-5,-1,1,-4,2,-3,-0.4,-0.2,2
COC(=O)c1ccc(N2CCN(C(C)=O)CC2)c(NC(=O)c2cccnc2)c1,6,-2,-4,-1,-5,0,47,-0.8,-0.9,4
O=C(N/N=C/c1cn(-c2ccccc2)nc1-c1cccnc1)c1ccccc1,0,5,-1,2,4,-5,3,-3.4,0.2,16
Cc1cc(NC(=O)CSc2nc3c(c(=O)n(C)c(=O)n3C)n2C(C)C)no1,-5,-5,0,6,-4,-3,8,12,1.6,-66
O=C(C1CCCN(C2CC(=O)N(c3ccc(F)cc3)C2=O)C1)N1CCCC1 (stereo unspecified),-1,-2,0,4,-6,-8,-11,-4.1,-0.8,21
C=CC[C@H](CC(=O)NCCO)C(=O)N[C@@H](COC(=O)[C@@H](CC=C)Cc1ccc(F)cc1)Cc1c[nH]c2ccccc12,8,2,-6,-3,-12,-1,-17,-2.8,0.2,16
CCc1ccc2[nH]c3nc(SCC(=O)NCC4CCCO4)nnc3c2c1 (stereo unspecified),0,-2,1,6,-3,-6,-16,-0.2,-0.4,1
CSc1ccc(C2C(C(=O)c3ccco3)=C(O)C(=O)N2c2nnc(SC)s2)cc1 (stereo unspecified),3,24,1,0,-27,-3,-1,-1.1,4.0,5
C=C(C)C1CC=C(C)/C(=N/NC(=O)CCC(=O)Nc2ccccc2Cl)C1 (stereo unspecified),-2,0,-2,5,4,-3,-9,0.4,-3.7,-3
COc1cccc(C(=O)Nc2cccc(OC(C)=O)c2)c1,1,1,-3,4,-3,-2,-10,-2.7,-0.6,15
Cc1cc(C)c(S(=O)(=O)Nc2cccc(S(=O)(=O)N3CCOCC3)c2)c(C)c1,3,-7,4,-1,-10,3,2,-1.0,1.1,5
CCOc1ccc(NC(=O)CSc2nnc(Cc3cccn3C)n2-c2ccc(OC)cc2)cc1,3,1,-1,1,-2,x,-5,0.1,-1.1,-1
COc1ccccc1/C=C/C(=O)OCC(=O)c1c(N)n(C)c(=O)n(C)c1=O,2,2,-2,-2,4,-2,6,-0.6,2.7,3
COCCNC(=O)c1cn(C)c2ccccc2c1=O,2,-5,0,2,9,-8,-4,-3.2,1.8,15
COc1ccc(NC(=O)NN2CCOCC2)cc1OC,-3,-4,3,5,-10,x,25,-1.0,0.1,5
COC(=O)C1=C(CS(=O)(=O)c2ccc(OC)c(OC)c2)NC(=O)NC1c1ccc(O)c(OC)c1 (stereo unspecified),-1,-6,0,-1,-13,-4,16,-3.7,0.7,19
CN(C)S(=O)(=O)c1ccc(C(=O)Nc2cccc(C(=O)O)c2)cc1,8,-2,0,5,-7,-5,19,0.0,0.1,0
CC(C)(C)c1ccc(COn2c(=O)c(-c3ccco3)[n+]([O-])c3ccccc32)cc1,3,4,-2,3,-15,x,-5,3.3,0.0,-16
CC(=O)Oc1ccccc1N(C(C)=O)S(=O)(=O)c1ccc(C)cc1,-3,0,1,-6,-1,-3,15,-2.8,-0.6,14
O=C(Nc1ccccc1Cl)N1CCN(c2ccc3nncn3n2)CC1,-9,-3,2,-1,-9,-2,3,-1.0,1.2,6
CCOc1cc(/C=C\[N+](=O)[O-])ccc1OCC(=O)Nc1ccccc1C,-5,-4,-5,-2,-4,3,-12,5.1,-1.4,-30

# 10 entries out of the list, sorted by heavy-atom count, lowest first:
SMILES,V-ATPase pH,cardiac RTF act,Keap1 Nrf2 FP,HTR5A ag,Cardiac RTF inh,CAL PDZ FP,HTR5A inv ctr,OPRM1-OPRD1 ag,LANA DNA inh,OPRM1-OPRD1 inv
COCCNC(=O)c1cn(C)c2ccccc2c1=O,2,-5,0,2,9,-8,-4,-3.2,1.8,15
COc1ccc(NC(=O)NN2CCOCC2)cc1OC,-3,-4,3,5,-10,x,25,-1.0,0.1,5
COc1cccc(C(=O)Nc2cccc(OC(C)=O)c2)c1,1,1,-3,4,-3,-2,-10,-2.7,-0.6,15
CN(C)S(=O)(=O)c1ccc(C(=O)Nc2cccc(C(=O)O)c2)cc1,8,-2,0,5,-7,-5,19,0.0,0.1,0
O=C(Nc1ccccc1Cl)N1CCN(c2ccc3nncn3n2)CC1,-9,-3,2,-1,-9,-2,3,-1.0,1.2,6
CCOc1cc(/C=C\[N+](=O)[O-])ccc1OCC(=O)Nc1ccccc1C,-5,-4,-5,-2,-4,3,-12,5.1,-1.4,-30
COc1ccccc1/C=C/C(=O)OCC(=O)c1c(N)n(C)c(=O)n(C)c1=O,2,2,-2,-2,4,-2,6,-0.6,2.7,3
Cc1cc(C)c(S(=O)(=O)Nc2cccc(S(=O)(=O)N3CCOCC3)c2)c(C)c1,3,-7,4,-1,-10,3,2,-1.0,1.1,5
CC(C)(C)c1ccc(COn2c(=O)c(-c3ccco3)[n+]([O-])c3ccccc32)cc1,3,4,-2,3,-15,x,-5,3.3,0.0,-16
COC(=O)C1=C(CS(=O)(=O)c2ccc(OC)c(OC)c2)NC(=O)NC1c1ccc(O)c(OC)c1 (stereo unspecified),-1,-6,0,-1,-13,-4,16,-3.7,0.7,19
